HCV NS3h FP – blocks HCV NS3 helicase binding to DNA; NS3h Cy5-dT15 DNA binding, fluorescence polarization; inhibition, % at 100 µM; hit rate 1.6% among 16,000;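 active = inhibition above the average over every tested compound plus 3 SD, cut at about 40% in these data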
Cy5 interf NS3h – enhances or quenches Cy5 fluorescence in NS3h assay; Cy5-dT15 DNA with NS3h, fluorescence interference; actives lie on both sides; signal over control mean, under 1 quenches; fluorescence interference ratio at 100 µM; hit rate 6% among 16,000; AID 720488;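 active = compound fluorescence over control fluorescence at most 0.8, a quencher, or at least a set upper limit, an enhancer; inactive = ratio between 0.8 and the set upper limit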
An asterisk follows results filed as active.

SMILES	HCV NS3h FP	Cy5 interf NS3h
COc1ccc(/C(C)=N/N=C2/NC(=O)C(Cc3ccc(C)cc3)S2)cc1 (stereo not given)	12.6	0.957
CC(=O)C(Sc1ccc([N+](=O)[O-])cc1)C(C)=O	8.2	0.972
O=C(N/N=C(\c1ccccc1)C(F)(F)F)c1ccncc1	5.0	1.04
CCN1C(=O)/C(=C\c2cccc(OCCOc3cccc(OC)c3)c2)SC1=S	7.1	1.03
COc1cc(C(=S)N2CCOCC2)cc(OC)c1OC(=O)c1ccc(C)cc1	10.0	0.945
S=c1[nH]nc(-c2ccccc2Br)n1-c1ccccc1	4.8	0.979
c1ccc(-c2cc(N3CCCCC3)nc3ccccc23)cc1	2.2	0.894
Cc1ccc(OCCOCCOc2ccc(/C=c3\sc4nc5ccccc5n4c3=O)cc2)cc1	9.1	1.25*
CCOc1ccc(/C=C2\C(=O)NC(=O)N(c3ccccc3F)C2=O)cc1Cl	28.7	0.901
Cn1cnnc1SCc1ccccc1	2.9	1.09
O=C(COc1ccc(Br)cc1)Nc1cccc(C(F)(F)F)c1	3.2	1.02
O=C(C=C(O)c1ccc(Cl)cc1)C(=O)Nc1ccccc1	-2.2	1.11
CCOc1cc(C(=S)N2CCOCC2)ccc1O	3.8	1.04
O=C(CCCCCN1C(=O)c2cccc3cccc(c23)C1=O)NCCCO	-5.2	1.07
Cc1ccc(OCC(=O)NCc2ccc3c(c2)OCO3)cc1	4.8	1.04
COc1cc(/C=C2/SC(=S)N(CC(=O)Nc3cccc(C(=O)O)c3)C2=O)cc(OC)c1OC	15.3	1
O=C(/C=C/c1cccc(C(F)(F)F)c1)Nc1ccc(F)cc1	4.6	1.01
Cc1cc(C)n(C(=O)c2cc(F)c(F)cc2Cl)n1	3.6	0.96
CN(C)c1ccc(/C=N\NC(=O)C(=O)N/N=C\c2ccc(N(C)C)cc2)cc1	0.9	0.995
O=C1C(Cl)=C(N2CCOCC2)C(=O)N1c1cccc(Cl)c1Cl	2.2	0.945
CCSCCOC(=O)C1=C(C)NC2=C(C(=O)CC(C)(C)C2)C1c1coc2ccc(C)cc2c1=O (stereo not given)	4.5	0.907
CN(C)c1ccc(C(=S)N2CCOCC2)cc1Br	-6.1	1.04
O=C(NCc1cccnc1)c1nn2c(c1Cl)NC(c1ccccc1)CC2C(F)(F)F (stereo not given)	12.8	1.02
O=C1c2ccccc2NC(c2ccccc2F)N1c1ccc(Cl)cc1 (stereo not given)	0.3	0.938
O=C(Nc1ccccc1F)c1cncc(Br)c1	1.3	0.99

Next section, starting with the last six of the part before.
SMILES	HCV NS3h FP	Cy5 interf NS3h
O=C1C(Cl)=C(N2CCOCC2)C(=O)N1c1cccc(Cl)c1Cl	2.2	0.945
CCSCCOC(=O)C1=C(C)NC2=C(C(=O)CC(C)(C)C2)C1c1coc2ccc(C)cc2c1=O (stereo not given)	4.5	0.907
CN(C)c1ccc(C(=S)N2CCOCC2)cc1Br	-6.1	1.04
O=C(NCc1cccnc1)c1nn2c(c1Cl)NC(c1ccccc1)CC2C(F)(F)F (stereo not given)	12.8	1.02
O=C1c2ccccc2NC(c2ccccc2F)N1c1ccc(Cl)cc1 (stereo not given)	0.3	0.938
O=C(Nc1ccccc1F)c1cncc(Br)c1	1.3	0.99
COc1cccc(OCCOc2ccc(/C=C3/SC(=S)N(c4ccccc4)C3=O)cc2OC)c1	16.2	1.04
CCCc1n[nH]c2c1/C(=N/O)CC(C)(C)C2	7.1	1.11
O=C1C(Nc2ccccc2)=CC(c2ccc3c(c2)OCO3)N1c1ccccc1 (stereo not given)	10.9	0.929
CCCCNC(=O)c1nn2c(c1Cl)NC(c1ccccc1)CC2C(F)(F)F (stereo not given)	21.3	0.959
COc1ccc(/C=C2/N=C(c3ccc(Br)cc3)OC2=O)cc1	11.8	1.21*
Cc1[nH]nc(Nc2cccc(C(=O)O)c2)c1[N+](=O)[O-]	-1.6	0.976
Cc1ccc(C(=O)N/C(=C\c2ccc(C(C)C)cc2)C(=O)NCCCN2CCOCC2)cc1	12.5	0.989
CN(C)/C=C1\N=C(c2ccccc2F)OC1=O	3.1	1.04
COc1ccc(N(CC(=O)Nc2cc(C)cc(C)c2)S(C)(=O)=O)cc1	13.0	0.973
CS(=O)(=O)N(CC(=O)Nc1ccc(Cl)c(Cl)c1)c1ccc(Cl)cc1	17.2	1.03
CCOc1ccc(NC(=S)NC(=O)c2ccccc2)c([N+](=O)[O-])c1	8.6	1.04
O=C(O)CCCc1nc2ccccc2s1	-4.6	1.03
COc1cccc(N2C(=O)C(=O)C(=C(O)c3ccccc3)C2c2ccc(Br)cc2)c1 (stereo not given)	-4.9	0.902
COc1cc(OC)cc(C(=O)Nc2c(C)cc(Br)cc2C)c1	6.2	0.932
CC(Oc1ccccc1)C(=O)Nc1ccccc1F (stereo not given)	9.1	0.993
Nc1ncc(Cc2ccccc2[N+](=O)[O-])s1	2.8	0.976
CCOc1cc(C(=O)NC(c2ccccc2)c2ccccc2)cc(OCC)c1OCC	0.9	1.03
Cc1ccc(C)c(NC(=O)C2CC(=O)N(c3ccc(Cl)cc3)C2)c1 (stereo not given)	0.0	0.974
COC(=O)C1=C(C)NC(=O)NC1c1ccc(O)cc1 (stereo not given)	-7.5	0.877
CCOC(=O)c1cc(-c2ccccc2)oc1CN1CCOCC1	2.2	1
CCOc1ccc(NC(=O)C(CC(=O)O)Cc2ccccc2)cc1 (stereo not given)	1.3	1.03
CCOC(=O)c1ccc(N2NC(=O)/C(=C/c3ccccc3O)C2=O)cc1	-2.4	0.868
CCN(CC)CC#CCC(C(=O)c1ccccc1)C(=O)C(C)(C)OC (stereo not given)	-12.6	0.951
COc1ccc(S(=O)(=O)Nc2ccccc2C(N)=O)cc1Br	1.2	1.05
Cc1ccc(-c2cc(NC(=O)COc3ccc(Cl)cc3Cl)n[nH]2)cc1	-6.5	1.1

Carrying on:
SMILES	HCV NS3h FP	Cy5 interf NS3h
COc1ccc(C2CC(C(F)(F)F)n3nc(C(=O)Nc4ccc(F)cc4F)c(Cl)c3N2)cc1OC (stereo not given)	18.7	0.983
Cc1c(Cl)cccc1NC1CS(=O)(=O)CC1O (stereo not given)	3.2	1.08
O=C(NCc1ccc2c(c1)OCO2)c1ccc(F)cc1	8.6	0.941
COc1ccc(CC(=O)N2N=C3CCCCCC3C2(O)C(F)(F)F)cc1 (stereo not given)	6.2	0.903
COC(=O)c1ccccc1NC(=O)CSC(N)=O	24.1	0.94
O=C(CCc1ccccc1)Nc1ccc(Cc2ccncc2)cc1	12.9	0.941
COn1c(=O)c(=O)n(OC)c2ccccc21	10.1	1
CC(C)(C)C1CCC2(CC1)NC(=S)N(c1ccccc1)N2 (stereo not given)	11.7	0.894
CC(C)N(Cc1ccccc1)S(=O)(=O)c1ccc(F)cc1	0.0	1.19
COc1ccccc1N1C(=O)/C(=C/c2cccc(Cl)c2)SC1=S	20.5	1.1
C=CCOc1ccc(C=C2C(=O)N(C)C(=O)N(C)C2=O)cc1OC	7.8	1.06
O=C(O)CN1C(=O)c2cccc3c(Br)ccc1c23	6.8	1.05
Cc1cccc(/C(N)=N\OC(=O)c2ccc(C)c([N+](=O)[O-])c2)c1	13.0	1
Cc1cc(C(=O)Nc2cccc3ccccc23)c(-c2ccccc2)o1	12.9	0.929
O=C(c1ccco1)n1nnc2ccccc21	9.5	0.919
COC(=O)/C(=C\C(=O)c1ccccc1)Nc1ccccc1	7.9	1.1
Cc1cc(C)n(-c2cc(C)c3cccc([N+](=O)[O-])c3n2)n1	9.1	1.1
Cc1cc(-c2ccc(C=C3C(=O)N(C)C(=O)N(C)C3=O)o2)cc([N+](=O)[O-])c1C	9.1	1.13
CN1C(=O)/C(=C\c2ccccc2OCCOc2ccc([N+](=O)[O-])cc2)SC1=S	-6.2	0.937
COc1cc(CN2CCN(Cc3cccc([N+](=O)[O-])c3)CC2)cc(OC)c1OC	-1.9	1.05
O=C1C2C3C=CC(C3)C2C(=O)N1/N=C\c1ccc(-c2ccccc2[N+](=O)[O-])o1 (stereo not given)	10.6	0.934
CCOc1ccccc1NC(=O)c1ccc(OC)cc1OC	13.6	1.05
Cc1ccc(NC(=O)CN(c2cccc(Br)c2)S(=O)(=O)c2ccccc2)cc1C	13.4	0.938
CCc1ccc(NC(=O)C(=O)NCCN2CCN(C(=O)C(c3ccccc3)c3ccccc3)CC2)cc1	11.0	0.96
O=C(Nc1ccc(F)cc1)C1CC(=O)N(c2ccc(Cl)cc2)C1 (stereo not given)	20.2	1.02

(list continues)
SMILES	HCV NS3h FP	Cy5 interf NS3h
CCc1ccc(/C=C2/C(=O)NC(=O)N2C(C)=O)cc1	28.1	1.07
O=C(CCc1ccccc1)NCCOc1ccccc1	0.7	1.02
Cc1cc(Cl)ccc1OCC(=O)Nc1cc(Cl)cc(Cl)c1	10.9	1.02
O=c1/c(=C/c2cn(-c3ccccc3)nc2-c2ccccc2)sc2nc3ccccc3n12	10.6	1.17
O=C1N=C(N2CCCC2)S/C1=C\c1cccc(Br)c1	9.8	0.937
O=C(Nc1ccc(-c2ccc([N+](=O)[O-])cc2)cc1)c1cccs1	13.6	1.08
Cc1ccc(N2CCSC2C(N)=O)cc1 (stereo not given)	4.2	0.914
C=CCc1ccccc1OCCOc1c(Br)cc(/C=C2/SC(=S)N(C)C2=O)cc1OC	-1.3	1.02
COC(=O)C1=C(C)N=c2s/c(=C/c3cc(Br)ccc3OC(C)=O)c(=O)n2C1c1ccc(OC(C)=O)cc1 (stereo not given)	10.6	0.937
CCN(CC)S(=O)(=O)N=Cc1ccc(Cl)c(Cl)c1	5.4	1.07
COc1ccc(/C=C2\C(=O)NC(=S)N(c3ccc(C)cc3)C2=O)c(OC)c1	26.9	1.04
COc1ccc(C)cc1NC(=O)c1cc(C(F)(F)F)cc(C(F)(F)F)c1	-12.8	0.979
COc1cc(NC(=O)c2nn3c(c2Br)NC(c2cccs2)CC3C(F)(F)F)c(OC)cc1Cl (stereo not given)	8.1	0.976
O=C(Nc1ccccc1C(=O)O)c1ccc2c(c1)C(=O)N(c1ccc(O)cc1)C2=O	-1.8	0.862
COc1ccc(NC(=O)CN(c2cccc(C(F)(F)F)c2)S(C)(=O)=O)cc1OC	4.2	1.03
Cc1cc(Cl)ccc1NS(=O)(=O)c1ccc([N+](=O)[O-])cc1	5.8	0.889
CCOC(=O)c1cccc(NC2C=CS(=O)(=O)C2)c1 (stereo not given)	6.1	0.997
COc1cc(/C=C2\C(=O)NN(c3ccc(Cl)c(Cl)c3)C2=O)c([N+](=O)[O-])cc1OC	3.8	0.81
Cc1cccc(C)c1NS(=O)(=O)c1cccc2cccnc12	9.7	0.978
O=C(O)c1ccc(Oc2cccc([N+](=O)[O-])c2)cc1C(=O)O	0.6	0.979
Cc1ccc(OCC(=O)Nc2ccc(Cl)cc2C)c(Br)c1	6.1	0.994
Cc1cccc(CC2CC(=O)N(c3ccccc3)C2=O)c1 (stereo not given)	-2.5	0.972
C=CCOc1ccc(S(=O)(=O)c2ccc(OCC=C)cc2)cc1	-7.5	1
Cc1ccc(NC(=O)C(=O)NCCN2CCN(S(=O)(=O)c3ccc4ccccc4c3)CC2)cc1	15.1	1.08
COc1ccc2c(=O)c(-c3ccccc3OC)coc2c1	5.5	1.11

Sorted by count of non-hydrogen atoms (high to low): some entries from above.
SMILES	HCV NS3h FP	Cy5 interf NS3h
COc1ccc(C)cc1NC(=O)c1cc(C(F)(F)F)cc(C(F)(F)F)c1	-12.8	0.979
C=CCOc1ccc(S(=O)(=O)c2ccc(OCC=C)cc2)cc1	-7.5	1
CCc1ccc(/C=C2/C(=O)NC(=O)N2C(C)=O)cc1	28.1	1.07

The listing continues.
SMILES	HCV NS3h FP	Cy5 interf NS3h
O=C(O)CCN1C(=O)/C(=C\C(Cl)=C/c2ccc([N+](=O)[O-])cc2)SC1=S	7.9	0.881
COc1ccc(NC(=O)c2nn3c(c2Cl)NC(c2ccco2)CC3C(F)(F)F)cc1OC (stereo not given)	7.4	0.989
COCCOC(=O)C1=C(C)NC(=O)NC1c1ccc(-c2cc(Cl)ccc2Cl)o1 (stereo not given)	2.4	0.957
COc1ccc(OC)c(N(CC(=O)NC(C)C)S(C)(=O)=O)c1	-4.6	0.997
O=C(O)/C=C\C(=O)Nc1ccccc1SC(F)(F)F	-19.1	0.986
CC(C)(C)c1ccccc1OCCCCn1ccnc1	10.1	0.881
COc1cc(/C=N\Nc2ccc([N+](=O)[O-])cc2)ccc1OC(C)=O	9.6	0.948
O=C(COc1ccccc1)Nc1ccccc1CO	0.3	1.11
CCc1ccccc1NC(=O)CN(c1ccc(OC)cc1)S(C)(=O)=O	6.3	1.1
CCOc1ccccc1N(CC(=O)Nc1ccccc1C(=O)OC)S(=O)(=O)c1ccccc1	9.2	0.915
CCC(=O)Oc1ccc2c(C)cc(=O)oc2c1C(=O)c1ccccc1	9.7	1.06
COc1cc(C=C2C(=O)N(C)C(=O)N(C)C2=O)cc(Br)c1OCc1ccccc1	32.4	0.975
COc1cccc(OCCNC(=O)c2cc(OC)c(OC)c(OC)c2)c1	14.5	0.942
Cc1ccc(-c2nc3ccccc3s2)cc1NC(=O)c1cccc([N+](=O)[O-])c1	-9.4	0.993
CCC(=S)/C=C1\Sc2ccc(OC)cc2N1CCCS(=O)(=O)O	5.0	1.07
CCOC(=O)c1sc2nc3n(c(=O)c2c1C)CCC3	-5.5	0.911
CCc1ccc(N2C(=O)NC(=O)/C(=C\c3ccc(OCC(=O)O)c(OC)c3)C2=O)cc1	35.4	1.07
CCOC(=O)c1c(N2CCOCC2)nc2ccc([N+](=O)[O-])cc2c1-c1ccccc1	2.2	0.986
CC(=O)CC(=O)NC1C2CC3CC(C2)CC1C3 (stereo not given)	1.3	1.09
COCCNC(=O)C(=O)Nc1cc(C)cc(C)c1	11.8	1.07
NC(=O)c1cc(NC(=O)C(c2ccccc2)c2ccccc2)ccc1Cl	8.4	0.91
Cc1ccc(N2C(=O)CC(NCCN3CCOCC3)C2=O)cc1 (stereo not given)	3.0	1.04
COC(=O)c1c(C)oc2ccc(OS(C)(=O)=O)cc12	7.9	0.9

Compound activity from PubChem.
